AI-2 QS modul: modulates the Vibrio harveyi AI-2 quorum sensing system. 300,000 compounds, 0.4% hits. activity change, % at 7.5 µM. Vibrio harveyi JMH597 AI-2 luminescence/OD600 ratio, 9 h; active compounds read low; strain lacks LuxN and CqsS sensors; 0 = neutral-control median; in the data active means activity change below about -75%, passing the limit was not always enough;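 further: luminescence divided by OD600 gain over 9 h not by final OD600 alone; inactives centre near 13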
TRPC4 potent: allosteric potentiators of mouse TRPC4 channel; 310,000 compounds, 0.42% hits; Q9QUQ5; HEK293 TRPC4beta/mu-opioid, DAMGO EC20, Fluo-4 Ca2+ flux; active compounds read high; B-score at 10 µM; AID 2227;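 active means B-score of calcium response area above 5 SD of library B-scores, with initial fluorescence ratio within 5 SD of library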;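 further: B-score of integrated fluorescence ratio over time as area under calcium response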
MrgX1 PAM: human MrgX1 positive allosteric modulation, primary screen. Q96LB2. MrgX1-HEK293, Fluo-4 calcium flux, FDSS; active compounds read high. B-score at 10 µM. 310,000 compounds, 0.63% hits. AID 588675;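 active means plate-corrected calcium response at least 3 library SD above typical, normal starting fluorescence, not activating the receptor alone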;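 further: compound read alongside a low EC10 to EC30 dose of BAM8-22 agonist; peak minus trough fluorescence over baseline measured at the second addition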
MrgX1 agonist: agonists of human MrgX1 receptor. Q96LB2. MrgX1-HEK293 cells, Fluo-4 calcium fluorescence, agonist mode; active compounds read high. B-score at 10 µM. 310,000 compounds, 0.44% hits. AID 588627;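 active means calcium response B-score plate-corrected fluorescence ratio at least 3 library SD, with starting fluorescence B-score inside 5 SD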
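Material: MrgX1-expressing HEK293 cells / Dosing: compound as first of three additions / Incubation: overnight seeding, then 1 h dark dye loading / Signal: Fluo-4 NW calcium fluorescence / Evaluation: B-scored fluorescence response ratio / Benchmarks: positive and negative control wells on each plate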
MrgX1 antagonist: human MrgX1 receptor antagonism, primary screen; B-score at 10 µM; AID 588676; 310,000 compounds, 1.3% hits; MRGX1-HEK293 calcium flux, Fluo-4, BAM8-22 antagonism; active compounds read low; Q96LB2;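 active means calcium-response B-score plate-corrected more than 3 library SD below zero, starting fluorescence within 5 deviations, no agonist response on first addition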;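 further: peak minus trough fluorescence over baseline after final BAM8-22 challenge near maximal dose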
HIF activator: HIF pathway transcriptional activation | activation, % at 7.5 µM (by protocol) | AID 1910 | U2OS HRE-luciferase reporter, luminescence; normalized: DMSO 0%, desferrioxamine 100% | 300,000 compounds, 0.32% hits;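 active means mean activation of at least 10% of the iron chelator positive control signal, with at least half of replicates also reaching 10%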
TRPC6 act: activates the mouse TRPC6 cation channel; Q61143; HEK293-TRPC6 membrane potential dye fluorescence; active compounds read high; B-score at 10 µM; 310,000 compounds, 0.13% hits;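 active means B-score of the integrated fluorescence ratio above library mean plus 3 SD, and starting fluorescence ratio within library mean plus 5 SD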;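 further: higher score means more depolarization so channel activation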
Target sequence (Q61143 whole entry, looked up): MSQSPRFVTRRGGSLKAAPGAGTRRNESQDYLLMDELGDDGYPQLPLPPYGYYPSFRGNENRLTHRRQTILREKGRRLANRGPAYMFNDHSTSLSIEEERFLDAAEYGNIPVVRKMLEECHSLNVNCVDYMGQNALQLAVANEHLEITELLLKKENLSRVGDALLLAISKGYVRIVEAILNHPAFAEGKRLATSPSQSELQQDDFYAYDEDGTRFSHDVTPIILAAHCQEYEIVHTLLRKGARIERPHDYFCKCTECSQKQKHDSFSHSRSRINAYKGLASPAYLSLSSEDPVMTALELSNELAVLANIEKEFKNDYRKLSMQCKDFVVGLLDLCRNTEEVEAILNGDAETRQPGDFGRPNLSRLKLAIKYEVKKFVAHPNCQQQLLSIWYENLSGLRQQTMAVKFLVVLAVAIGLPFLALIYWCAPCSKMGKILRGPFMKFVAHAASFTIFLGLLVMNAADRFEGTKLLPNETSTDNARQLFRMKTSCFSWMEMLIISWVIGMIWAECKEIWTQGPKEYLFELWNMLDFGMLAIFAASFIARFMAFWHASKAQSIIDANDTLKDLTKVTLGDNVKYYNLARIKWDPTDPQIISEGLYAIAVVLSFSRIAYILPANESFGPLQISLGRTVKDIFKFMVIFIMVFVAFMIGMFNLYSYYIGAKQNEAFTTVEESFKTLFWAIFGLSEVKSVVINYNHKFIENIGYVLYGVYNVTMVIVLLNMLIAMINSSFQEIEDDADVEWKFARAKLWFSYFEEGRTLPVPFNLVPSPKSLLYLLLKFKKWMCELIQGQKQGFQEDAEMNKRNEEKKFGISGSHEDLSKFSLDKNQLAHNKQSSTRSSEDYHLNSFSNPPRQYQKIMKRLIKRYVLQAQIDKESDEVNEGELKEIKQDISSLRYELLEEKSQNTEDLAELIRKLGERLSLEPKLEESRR
TRPC4 act: activators of mouse TRPC4 channel; HEK293 TRPC4beta/mu-opioid, Fluo4 calcium fluorescence; active compounds read high; B-score at 10 µM; 310,000 compounds, 0.49% hits; AID 2237;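 active means B-score above 5 SD of library B-scores, and initial fluorescence ratio not above library mean plus 5 SD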;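 further: positive B-score marks a calcium rise read as TRPC4 activation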
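Material: TRPC4beta and mu-opioid receptor HEK293 stable cells | Incubation: 45 min room-temperature Fluo4 loading, 110 s read | Detection: Kinetic Fluo4 calcium fluorescence | Measure: Integrated baseline-normalised fluorescence ratio, converted to per-well B score | Benchmarks: Low control buffer alone, high control maximal DAMGO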
PolyA inh: inhibitors of polyadenylation in S. cerevisiae; S. cerevisiae SKY197-pL101 polyadenylation reporter, beta-gal luminescence; efflux-impaired pdr1/pdr3 knockout yeast; score 100 = 6 SD above DMSO; calls only at 12 µM; 300,000 compounds, 0.02% hits; AID 1875;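 active means lowest replicate activity score at least 50, where 100 means six control SD above control mean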;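 further: yeast exposed to compound for 9 h at 30 °C; higher score means more reporter readthrough which indicates perturbed polyadenylation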
TRPC6 inhibitor: blocks the mouse TRPC6 cation channel. HEK293-TRPC6, membrane potential dye, ACh-evoked depolarization; active compounds read low. B-score at 10 µM. 310,000 compounds, 1.1% hits. AID 2553;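 active means B-score under library mean minus 3 SD, initial fluorescence not abnormally high, positive integrated signal ratio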;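 further: B-score derived from integrated fluorescence ratio over the kinetic read; more negative B-score means stronger inhibition of depolarization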
TRPC4 inh: TRPC4 (mouse) channel inhibition | HEK293 TRPC4beta/mu-opioid, DAMGO-evoked Fluo4 calcium flux; active compounds read low | B-score at 10 µM | 300,000 compounds, 0.39% hits | AID 2247;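 active means B-score over 3 SD under the library average, no early fluorescence shift, positive overall ratio signal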
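Assay system: TRPC4beta/mu-opioid receptor HEK293 cell line; compound dosing: single concentration per test compound; detection: Fluo4 Ca2+ flux fluorescence; evaluation: per-well B score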
* = called active by the depositor; i = inactive; · = not tested or not shown. This is a subset. The share of hits here may be higher or lower than overall.

SMILES	AI-2 QS modul	TRPC4 potent	MrgX1 PAM	MrgX1 agonist	MrgX1 antagonist	HIF activator	TRPC6 act	TRPC4 act	PolyA inh	TRPC6 inhibitor	TRPC4 inh
Cc1cccnc1NC(=O)NC(=O)c1ccc(C(C)(C)C)s1	28.0	i	i	i	i	4.1	i	i	i	i	i
CCOc1ccccc1NC(=O)c1nc(S(=O)(=O)Cc2ccccc2)ncc1Cl	10.7	i	i	i	i	-5.1	i	i	i	i	i
CC(NC(=O)CNC(=S)N(Cc1cccs1)C1CCCC1)c1ccccc1 (stereo unspecified)	22.3	i	i	i	i	-0.9	i	i	i	i	i
O=C(COC(=O)C1CC(=O)N(c2ccc3c(c2)OCCO3)C1)Nc1ccc2c(c1)CCC2 (stereo unspecified)	12.4	i	i	i	i	·	i	i	i	i	i
Cc1cc(OCC(=O)NNC(=O)c2ccncc2)ccc1C(C)C	-34.5	i	i	i	i	-0.3	i	i	i	i	i
CC(=O)N1CCc2cc(S(=O)(=O)CCC(=O)Nc3cc(C)cc(C)c3)ccc21	35.5	i	i	i	i	-0.3	i	i	i	i	i
C/C(CCc1ccccc1)=N\NC(=O)C(=O)Nc1cccc(Cl)c1	47.5	i	i	i	i	-1.3	i	i	i	i	i
COc1ccc(C(=O)NCCCNC(=O)c2cccnc2)cc1OC	26.9	i	i	i	i	-0.6	i	i	·	i	i
O=C(CNCCO)N1CCc2ccccc21	21.2	i	i	i	i	-0.3	i	i	i	i	i
CN(c1cccc(NC(=O)CN(c2cccc(F)c2)S(C)(=O)=O)c1)S(C)(=O)=O	18.6	i	i	i	i	-0.1	i	i	·	i	i
O=C(NCCc1ccccc1)C(=O)NCC1(c2ccccc2)CCCC1	15.4	i	i	i	i	-0.4	i	i	i	i	i
Cc1ccccc1N1CC2=C(C1=O)C(c1ccccc1)NC(=O)N2C (stereo unspecified)	7.7	i	i	i	i	-0.8	i	i	i	i	i
O=C(NCc1ccc(F)cc1)C(c1ccccc1)c1ccccc1	-13.3	i	i	i	i	1.3	i	i	i	i	i
Cc1nc(Oc2ccccc2)c2ccccc2n1	13.0	i	i	i	i	0.1	i	i	i	i	i
Cc1ccc(/C=N/NC(=O)c2n[nH]c3c2CCCC3)cc1	3.3	i	i	i	i	6.3	i	i	i	i	i
Cn1cccc1/C=N/NC(=O)c1ccccn1	13.0	i	i	i	i	2.0	i	i	i	i	i
O=C(COC(=O)C1(c2ccccc2)CC1)NNC(=O)c1ccccc1F	13.4	i	i	i	i	-0.5	i	i	i	i	i
CCOC(=O)C1(C)NC(c2ccc(OC)cc2OC)C2C(=O)N(c3cccc(OC)c3)C(=O)C21 (stereo unspecified)	12.8	i	i	i	i	0.5	i	i	i	i	i
COc1ccc(C)cc1S(=O)(=O)Nc1ccccc1C	10.0	i	i	i	i	0.2	i	i	i	i	i
CC1COC(C)(CC(=O)NN2C(=O)c3ccccc3C2=O)O1 (stereo unspecified)	24.9	i	i	i	i	0.0	i	i	i	i	i
Cc1nc(SCC(=O)N2CC(C)OC(C)C2)nc(C)c1C (stereo unspecified)	11.9	i	i	i	i	1.5	i	i	i	i	i
Cc1cc(C)cc(N(C(=O)CNC(=O)c2ccco2)C(C(=O)NC2CCCCC2)c2cccnc2)c1 (stereo unspecified)	22.9	i	i	i	i	0.3	i	i	i	i	i
CC(=O)N1CCN(c2ccc([N+](=O)[O-])c(-n3nc(C)cc3C)c2)CC1	8.0	i	i	i	i	0.6	i	i	i	i	i
CCC(=O)Nc1cccc(NC(=S)NC(=O)c2ccc(C)cc2)c1	4.3	i	i	i	i	1.8	i	i	i	i	i
CCN(CC)c1nc2n(c(=O)n1)CCN2CC	36.1	i	i	i	i	-0.1	i	i	i	i	i
Cc1cc(C(=O)CSc2ncccn2)c(C)n1-c1cccc(F)c1	60.7	i	i	i	i	1.8	i	i	i	i	i
CCCCNC(=O)C1COc2ccccc2O1 (stereo unspecified)	-6.3	i	i	i	i	0.2	i	i	i	i	i
COc1cc(CC(=O)OCC(=O)Nc2cc([N+](=O)[O-])ccc2Cl)cc(OC)c1OC	33.4	i	i	i	i	0.3	i	i	i	i	i
O=C(OCc1ccccc1)/C(=C/c1cccc([N+](=O)[O-])c1)NC(=O)c1ccco1	6.8	i	i	i	i	-0.4	i	i	i	i	i
Cc1nnc(Nc2ccc(C(=O)NCCO)cc2)c2ccccc12	13.7	i	i	i	i	0.1	i	i	i	i	i

Arranged by length of the SMILES (high to low): 3 of the compounds above
SMILES	AI-2 QS modul	TRPC4 potent	MrgX1 PAM	MrgX1 agonist	MrgX1 antagonist	HIF activator	TRPC6 act	TRPC4 act	PolyA inh	TRPC6 inhibitor	TRPC4 inh
CC(=O)N1CCN(c2ccc([N+](=O)[O-])c(-n3nc(C)cc3C)c2)CC1	8.0	i	i	i	i	0.6	i	i	i	i	i
Cc1cc(C(=O)CSc2ncccn2)c(C)n1-c1cccc(F)c1	60.7	i	i	i	i	1.8	i	i	i	i	i
COc1ccc(C)cc1S(=O)(=O)Nc1ccccc1C	10.0	i	i	i	i	0.2	i	i	i	i	i

Next section.
SMILES	AI-2 QS modul	TRPC4 potent	MrgX1 PAM	MrgX1 agonist	MrgX1 antagonist	HIF activator	TRPC6 act	TRPC4 act	PolyA inh	TRPC6 inhibitor	TRPC4 inh
CCOC(=O)Nc1sc2nc(C)cc(C)c2c1-n1cccc1	18.9	i	i	i	i	·	i	i	i	i	i
Cc1ccccc1CNC(=O)/C=C\C(=O)O	24.9	i	i	i	i	-0.3	i	i	i	i	i
Cc1ccc(-n2cc(CN(C)Cc3nccn3C)c(-c3cccc(C)c3)n2)cc1	27.7	i	i	i	i	-0.1	i	i	i	i	i
CCOc1ccc(NC(=O)N(CCN2CCOCC2)Cc2ccc3c(c2)CCCN3CC)cc1	76.1	i	i	i	i	0.0	i	i	i	i	i
O=C(NCc1ccc2c(c1)OCO2)C1CC(=O)N(c2ccc(Cl)cc2)C1 (stereo unspecified)	14.8	i	i	i	i	-0.5	i	i	i	i	i
CCn1c(SCC(=O)NC2CCCC2)nnc1-c1ccncc1	18.8	i	i	i	i	1.0	i	i	i	i	i
COCCn1nnnc1C(c1cccs1)N1CCN(c2ccccc2)CC1 (stereo unspecified)	23.9	i	i	i	i	·	i	i	i	i	i
Cc1ccc(OCC(=O)NNC(=O)CSc2ncc(C#N)c(N)n2)cc1	5.8	i	i	i	i	0.2	i	i	i	i	i
O=C(CN1CC(=O)Oc2ccccc21)OCC(=O)c1cccc(Br)c1	32.2	i	i	i	i	2.6	i	i	i	i	i
Cc1ncn(-c2ccccc2)c1-c1ccccc1	0.5	i	i	i	i	0.5	i	i	i	i	i
Cc1ccc(-c2csc(NC(=O)C[n+]3cc(-c4ccccc4)n4c3CCC4)n2)cc1	36.4	i	i	i	i	2.3	i	i	i	i	i
COc1ccc(CCN(C)C(=O)/C=C/c2c(Cl)nc3ccccn23)cc1OC	-1.1	i	i	i	i	-0.1	i	i	i	i	i
C[C@H](NC(=O)CCCn1nnc2ccccc2c1=O)C(=O)O	19.3	i	i	i	i	-0.3	i	i	i	i	i
CC(=O)Nc1ccc(S(=O)(=O)N2c3ccccc3C(C)=CC2(C)C)cc1	0.7	i	i	i	i	1.5	i	i	i	i	i
COc1cc(C2C(C#N)=C(N)Oc3c2ccc2ccccc32)ccc1OCC(=O)Nc1ccccc1C (stereo unspecified)	20.7	i	i	i	i	-0.2	i	i	i	i	i
CS(=O)(=O)Nc1ccc2[nH]c(=O)[nH]c2c1	33.7	i	i	i	i	-0.6	i	i	i	i	i
O=c1cc(N=Nc2ccc(Cl)cc2)[nH]c(=O)[nH]1	87.6	i	i	i	i	-0.7	i	i	i	i	i
Cc1cc2[nH]c3ccccc3c2c(C)n1	16.6	i	i	i	i	-0.1	i	i	i	i	-7*
CCOc1ccc(-c2c(C(=O)N/N=C/c3sccc3C)nnn2-c2nonc2N)cc1	34.9	i	i	i	i	0.5	i	i	i	i	i
COc1ccccc1NC(=O)Cn1nnc(C(=O)NCCc2ccccc2)c1N	8.2	i	i	i	i	0.0	i	i	i	i	i
COc1ccc(-c2cc([C@H]3[C@@H]4C=CCC[C@@]4(C)C(=O)N3Cc3ccccc3)ccc2F)cc1	13.1	i	i	i	-5.41*	0.0	i	i	i	i	i
Cc1ncoc1C(=O)N1CCCC(CCC(=O)NCc2ccc(F)c(F)c2)C1 (stereo unspecified)	10.3	i	i	i	i	0.1	i	i	i	i	i
COc1ccc(-n2c(COc3ccccc3)nnc2SCC(N)=O)cc1	13.1	i	i	i	i	-0.4	i	i	i	i	i
CCS(=O)(=O)N1CCC(C(=O)NCCc2ccccc2)CC1	16.4	i	i	i	i	-0.2	i	i	i	i	i
CCN(CC)S(=O)(=O)c1ccc(OC)c(NC(=O)CSc2cc(Cl)ccc2Cl)c1	8.9	i	i	i	i	-1.1	i	i	i	i	i
COc1ccc(CNS(=O)(=O)NCc2ccc(C)cc2)cc1OC	25.6	i	i	i	i	0.0	i	i	i	i	i
O=C(Nc1ccc(CN2CCOCC2)cc1)c1ccc(Cl)cc1Cl	9.6	i	i	i	i	-0.7	i	i	i	i	i
CC(=O)Nc1c(C)nn(C(C)=O)c1C	25.4	i	i	i	i	-1.5	i	i	i	i	i
O=C(/C=C/c1cn(-c2ccccc2)nc1-c1ccccc1)Nc1ccc(C(=O)O)cc1	36.6	i	i	i	i	16.0*	i	i	i	i	i
Cn1c(=O)[nH]c(=O)c2c1nc(CN1CCOCC1)n2CCCO	12.7	i	i	i	i	-0.1	i	i	i	i	i
Cn1nc(C(F)(F)F)c(C#N)c1N1CCN(c2cccc(C(F)(F)F)c2)CC1	5.2	i	i	i	i	0.0	i	i	i	i	i
COc1cccc(CN2CCN(C(=O)c3cc(-c4cccnc4)nc4ccc(C)cc34)CC2)c1	-4.2	i	i	i	i	-0.4	i	i	i	i	i
O=C1CCCN1c1ccc(S(=O)(=O)NCc2ccc(F)cc2)cc1	11.0	i	i	i	i	-0.3	i	i	i	i	i
C[C@H](NC(=O)c1[nH]cnc1C(=O)Nc1ccc(CNC(=O)OC(C)(C)C)cc1)C(=O)OCc1ccccc1	23.4	i	i	i	i	0.4	i	i	i	i	i
O=C(Nc1ccc(C(=O)O)cc1)/C(=C\c1cccc([N+](=O)[O-])c1)NC(=O)c1ccc(Br)o1	21.9	i	i	i	i	1.0	i	i	i	i	i

Bioassay records deposited in PubChem BioAssay by several laboratories.
